FUS yeast rescue: rescues growth of FUS-expressing yeast. AID 1347120. Potency, µM (highest dose often 76.6 µM), without a hit: top-dose growth rescue (activation), usual class: activators. S. cerevisiae FUS-expressing, growth rescue, OD600, 24 h. 390,000 tested, 0.24% active;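 note: potency is the fitted concentration of half-maximal effect; plate controls were DMSO vehicle for no effect and reference control for full effect; nearly all actives have a fitted effect of over 55% in size; some results filed as inactive show a strong effect at the top dose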
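Compound concentration series was pinned onto galactose-induced FUS-expressing yeast seeded at OD 0.005. Plates sat 24hr at 30C; absorbance at 600 nm gave growth. DMSO served as background control.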
EPAC1 agonist: agonists of human EPAC1. 360,000 tested, 0.073% active. Potency, µM (titrated, usually from 154 µM), without a hit: at the top dose activation, usual class: activators. EPAC1 agonist qHTS, biochemical assay; response scale: 100% = response to 6.5 mM cAMP; note: potency is the fitted concentration of half-maximal effect; nearly all actives have a fitted effect of over 60% in size
Target sequence (O95398 whole entry, looked up): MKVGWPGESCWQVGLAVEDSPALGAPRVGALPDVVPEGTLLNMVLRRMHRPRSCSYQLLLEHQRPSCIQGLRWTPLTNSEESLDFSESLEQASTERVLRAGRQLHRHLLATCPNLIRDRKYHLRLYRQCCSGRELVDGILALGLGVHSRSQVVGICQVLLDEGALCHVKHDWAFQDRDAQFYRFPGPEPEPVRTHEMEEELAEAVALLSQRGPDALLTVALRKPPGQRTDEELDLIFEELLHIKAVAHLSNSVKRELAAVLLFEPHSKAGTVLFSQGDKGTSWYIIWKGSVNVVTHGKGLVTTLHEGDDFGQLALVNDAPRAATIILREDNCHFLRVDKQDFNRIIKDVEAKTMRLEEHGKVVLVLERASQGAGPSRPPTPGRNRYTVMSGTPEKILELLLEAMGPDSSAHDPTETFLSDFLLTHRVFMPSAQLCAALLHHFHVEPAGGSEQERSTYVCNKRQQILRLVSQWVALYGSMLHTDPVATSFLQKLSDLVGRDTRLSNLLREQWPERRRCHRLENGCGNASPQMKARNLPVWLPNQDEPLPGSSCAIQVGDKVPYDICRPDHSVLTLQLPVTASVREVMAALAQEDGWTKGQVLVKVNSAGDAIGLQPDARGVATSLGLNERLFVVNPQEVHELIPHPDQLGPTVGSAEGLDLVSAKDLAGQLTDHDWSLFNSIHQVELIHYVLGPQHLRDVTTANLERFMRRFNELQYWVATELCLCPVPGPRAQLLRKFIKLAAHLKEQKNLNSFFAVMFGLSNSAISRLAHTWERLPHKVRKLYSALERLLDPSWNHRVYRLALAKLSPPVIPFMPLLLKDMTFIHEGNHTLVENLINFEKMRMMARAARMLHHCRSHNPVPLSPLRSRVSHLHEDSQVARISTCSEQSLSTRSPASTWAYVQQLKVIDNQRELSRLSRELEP
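Nucleotide exchange by EPAC1 (100 nM) on Rap1B–BODIPY-GDP (250 nM) in the presence of 50 uM GDP is tracked fluorescently at 480/540 nm over 30 min. Signals are normalized to a 6.5 mM cAMP control.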
EPAC1 antagonist: blocks human EPAC1 exchange factor; O95398; EPAC1 GEF assay, Rap1b-BODIPY-GDP exchange fluorescence; 360,000 tested, 0.14% active; Potency, µM (series often up to 115 µM), for the others: at the highest dose activity change, negative = inhibition, hits mostly inhibitors;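 note: potency is the fitted concentration of half-maximal effect; plate controls were vehicle for no effect and positive control for full effect; nearly all actives have a fitted effect of over 50% in size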
PI5P4K alpha inh: inhibitors of human PI5P4K alpha | P48426 | max response, % | AID 652105 | PI5P4Kalpha enzyme, ADP-Glo luminescence, 60 min; stronger effect = lower value | 330,000 tested, 1.2% active; active = max response of -50% or lower; inconclusive = between -30% and -50%; inactive = -30% or higher; note: value at the top dose of about 77 µM; % is set by controls: 0 for no effect and ±100 for the full control effect
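Controls without substrate or without enzyme flank wells where PI5P4Kalpha converts substrate using 5 microM ATP (final). Incubation lasts 60 minutes at room temperature; ADP formed is read by ADP-Glo luminescence.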
PLK1 PBD block: inhibitors of human PLK1 polo-box domain binding | Potency, µM, for the others: max response, negative = inhibition, most hits filed as inhibitors | 360,000 tested, 2.8% active | Plk1 PBD binding of FITC phosphopeptide, fluorescence polarization | P53350 | AID 720504; note: potency is the fitted concentration of half-maximal effect; series mostly up to about 57 µM; % is set by controls: 0 for no effect and ±100 for the full control effect; nearly all actives have a fitted effect of over 65% in size
WRN helicase inh: inhibitors of human WRN helicase; WRN helicase unwinding, fluorescent forked duplex, kinetic; Potency, µM (titrated, usually from 114 µM), for the others: top-dose activity change, negative = inhibition, most hits filed as inhibitors; 360,000 tested, 0.46% active; note: potency is the fitted concentration of half-maximal effect; % is set by controls: 0 for no effect and ±100 for the full control effect; nearly all actives have a fitted effect of over 55% in size
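Screening of the MLSMR collection measured strand separation of a quenched forked DNA duplex (100 nM) by 20 nM WRN with 2 mM ATP, all final. Compounds were preincubated with enzyme 15 min at room temperature.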
aSyn rescue: rescues yeast growth from alpha-synuclein toxicity | Yeast expressing alpha-synuclein, growth rescue, BacTiter-Glo, 24 h | Potency, µM (top dose mostly 46.1 µM), inactives show at the top dose growth rescue (activation), hits mostly activators | 370,000 tested, 0.14% active; note: potency is the fitted concentration of half-maximal effect; % of control where 0% means no effect; nearly all actives have a fitted effect of over 65% in size
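Screening used galactose-induced yeast with toxic alpha-synuclein levels, exposed to compound for 24 hr at 30 deg C. Cell growth, read with BacTiter-Glo luminescence, gave the measured signal.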
IL-2 act: activates IL-2 in a cell-based reporter assay; IL-2 activation reporter assay, cell-based qHTS; stimulated with anti-CD3/CD4/CD28 beads; in transgenic mouse T cells; activation, % (series mostly up to about 46 µM); 360,000 tested, 0.065% active; in the data active = activation above about 50%; inconclusive = mostly about 30% to 49%; note: 0% is about no effect
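Unstimulated transgenic mouse T cells; 60-min compound exposure; bead-based TCR/CD4/CD28 stimulation; 18 h culture, 37 degrees C; dual fluorescence (EGFP, DsRed) plate cytometry.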
Abeta rescue: compounds reversing amyloid beta toxicity in yeast; yeast expressing A-beta42, growth rescue, OD600, 48 h; response scale: 0% DMSO, 100% iron-clioquinol control; Potency, µM (series often up to 46.1 µM), inactives show top-dose growth rescue, usual class: activators; 410,000 tested, 0.063% active; note: potency is the fitted concentration of half-maximal effect; nearly all actives have a fitted effect of over 55% in size
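Yeast A-beta toxicity model in growth medium with pinned compounds, 48 h at 30 C; growth read as absorbance at 600 nm. Normalized to FeCl3/clioquinol equimolar mix (positive) and DMSO (negative).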
* hit, by the source's call; ? = inconclusive; / = not tested or not shown; & = joins results of further samples; ! = repeats disagree; [ ] = another dose, or the depositor's remark. Unless noted, calls come from the whole dose curve; as a rule, active = well fitted curve in the direction sought with a large enough effect; inconclusive = small, poorly fitted or top-dose-only effect, or another doubt; inactive = no such curve, though single readings can be large; an effect the other way counts as inactive or inconclusive. Rows were taken by chance. Share with any hit: about 4.1%.

SMILES	FUS yeast rescue	EPAC1 agonist	EPAC1 antagonist	PI5P4K alpha inh	PLK1 PBD block	WRN helicase inh	aSyn rescue	IL-2 act	Abeta rescue
O=C(N[C@@H]1CC[C@@H](CCNC(=O)C2CCOCC2)O[C@@H]1CO)c1ccncc1	-5%	-2%	-5%	0	-11%	-1%	1%	0.9	-6%
CCOC(=O)c1[nH]cnc1C(=O)Nc1ccc(Cl)cc1	-36%	4%	1%	-9	-9%	-2%	-3%	-0.1	-3%
O=C(Cn1nc(-c2ccc(Cl)cc2)ccc1=O)NCC1COCCO1 (configuration not stated)	3%	3%	12%	-9	-8%	3%	0%	0.4	-5%
COc1cc(/C=N/Nc2nc3ccccc3[nH]2)cc(OC)c1O	23%	5%	-18%	-29	-13%	-24%	-15%	3.7	12%
COc1ccc(C(=O)COC(=O)CCNS(=O)(=O)c2ccc(NC(C)=O)cc2)c(OC)c1	9%	5%	-3%	-6	-5%	-9%	-3%	-2.8	10%
COc1ccc(OCC(=O)NC(=S)Nc2ccc(S(=O)(=O)Nc3cc(C)on3)cc2)cc1	13%	-12%	-6%	-11	-9%	-6%	-5%	-1.0	5%
Cc1ccc(-c2nn(C)c(=O)c3ccccc23)cc1CNC(=O)CSc1nc2ccccc2o1	3%	-3%	7%	-25	27µM*!	-8%	-9%	-0.4	11%
CN(C(=O)Nc1ccc(Cl)cc1)n1cnc2ccccc2c1=O	24%	2%	22%	-4	3%	3%	0%	-0.3	-3%
Cn1c(CNC(=O)C2CCC(=O)N(CCc3cccc(F)c3)C2)nc2ccccc21 (configuration not stated)	23%	0%	3%	3	2%	-3%	15%	2.4	-5%
Cc1ccc(N2CC(C(=O)Nc3nnc(SCc4cccnc4)s3)CC2=O)cc1 (configuration not stated)	17%	-4%	11%	-16	-13%	-8%	4%	-3.7	12%
O=C(Nc1cccnc1)c1ccc(NS(=O)(=O)c2cccc([N+](=O)[O-])c2)cc1	5%	-3%	-23%	-13	-12%	-3%	1%	0.5	-9%
O=C(/C=C/c1ccc([N+](=O)[O-])cc1)N(c1ccccn1)C1CCCCC1	34%	4%	-29%	?	?	-24%	-5%	-3.4	-19%
COc1ccc(Cl)cc1NC(=O)/C=C\C(=O)O	26%	1%	-6%	/	-1%	-10%	8%	1.1	1%
Cc1ccc(S(=O)(=O)c2cc3c(=O)n4ccccc4nc3n(CC3CCCO3)c2=N)cc1C (configuration not stated)	/	28%	7%	0	-9%	-10%	-4%	-0.5	4%
CCOC(=O)C(CC)Sc1nc2c(cnn2-c2ccc(F)cc2)c(=O)[nH]1 (configuration not stated)	4%	-8%	-8%	-2	-7%	-2%	6%	-0.5	-5%
O=C(CCc1ccccn1)N1CCCC(CNS(=O)(=O)c2cccs2)C1 (configuration not stated)	0%	-8%	1%	21	2%	0%	1%	-1.9	-4%
Cc1cc(C)c(NC(=O)CN(C)CC(=O)N(C)CC(=O)Nc2c(Cl)cccc2Cl)c(C)c1	-11%	11%	28%	0	-4%	9%	-1%	-1.0	-10%
CCOC(=O)C1=C(COC(=O)c2cccc(Br)c2)NC(=O)NC1C (configuration not stated)	-5%	10%	-5%	3	-5%	1%	-1%	-1.2	4%
Clc1ccc(N2CCN(/N=C/c3ccncc3)CC2)cc1	7%	1%	-4%	1	-4%	4%	-6%	-0.4	-4%
CCOC(=O)C1(Cc2cccc(OC)c2)CCN(Cc2cccc3c2OCO3)CC1	9%	3%	-15%	3	-1%	1%	1%	-3.3	2%
COc1ccc(S(=O)(=O)N2CCCCC2)cc1NC(=O)c1ccc2ccccc2n1	-7%	-3%	3%	-3	2%	-5%	0%	-0.1	-9%
Cc1ccc(Nc2nc(C(=O)N3CCC(C(=O)NCc4ccccc4)CC3)cs2)cc1	5%	-2%	3%	-11	-1%	-2%	2%	-1.0	0%
CCOCCCNC(=S)N1CCN(CC)CC1	-6%	4%	10%	1	-14%	4%	-9%	0.7	-6%
CC(C)C(NS(=O)(=O)c1ccccc1F)C(=O)N1CCc2ccccc2C1 (configuration not stated)	-17%	-6%	7%	-4	2%	0%[57.1 µM]	6%	0.4	9%
CC(C)c1c(O)nc(SCCN2CCOCC2)[nH]c1=O	1%	-2%	16%	/	-1%	3%	-2%	-2.2	1%
SMILES	FUS yeast rescue	EPAC1 agonist	EPAC1 antagonist	PI5P4K alpha inh	PLK1 PBD block	WRN helicase inh	aSyn rescue	IL-2 act	Abeta rescue
CC(=O)c1cccc(OCC(=O)Nc2cc(S(=O)(=O)N3CCOCC3)ccc2N2CCCC2)c1	21%	11%	7%	0	-15%	15%	-10%	-2.0	-20%
Cc1ccc(NC2CCCN(C(=O)C3CCCCC3)C2)cc1C (configuration not stated)	19%	-2%	4%	4	-9%	-5%	3%	-2.3	3%
Cc1ccc(NC(=O)CCNC(=O)c2ccco2)cc1Cl	-1%	6%	-2%	0	2%	-4%	7%	-0.7	0%
Cn1cc(CCNCc2cn[nH]c2-c2ccc(-c3ccccc3)cc2)cn1	37%	11%	-9%	3	-14%	-6%	7%	2.8	-6%
CCOc1ccccc1C(=O)Nc1cc(C)ccc1NC(=O)c1ccco1	8%	0%	-13%	1	2%	0%	3%	-3.0	3%
CC(=O)N1CCN(C(=O)c2cccc(S(=O)(=O)NCc3ccccc3)c2)CC1	2%	4%	13%	6	-7%	3%	-4%	-4.7	-1%
Cc1c(C(=O)c2cccc([N+](=O)[O-])c2)c2ccccn2c1CCC#N	40%	1%	-11%	2	-8%	-3%	1%	-2.9	5%
O=C(NCCn1cccn1)C1CCC(=O)N(CCc2ccc(Cl)cc2)C1 (configuration not stated)	-9%	-2%	18%	14	-8%	-2%	-3%	-3.9	-3%
Cc1ccc(C)c(N2CC(O)(c3cccs3)[N+]3=C2CCCC3)c1 (configuration not stated)	16%	-8%	-4%	5	2%	-17%	0%	-0.9	-15%
CC(=O)Nc1ccc(Nc2ncnc3c2cnn3-c2ccccc2)cc1	17%	-3%	-1%	/	1%	-6%	0%	-1.2	13%
COCc1cc(CNC(=O)C2CCC(=O)N(Cc3ccccc3OC)C2)[nH]n1 (configuration not stated)	-20%	-1%	-14%	6	-16%	-15%	3%	-2.1	1%
CCCCC(=O)NNC(=S)NC(=O)c1ccc(C)cc1	7%	-1%	4%	-6	-16%	4%	3.5µM*	2.6	-81%[inhibitor]
CCCc1nn2c(=O)cc(CSCC(=O)Nc3nnc(C(C)C)s3)nc2s1	-18%	-1%	12%	3	0%	17%	1%	0.1	-10%
COC(=O)c1c(C(=O)OC)c(-c2cccc(C)c2)n2c1CS(=O)C2 (configuration not stated)	6%	-7%	-13%	-6	-20%	-1%	3%	0.9	2%
O=C(CSc1nc(=O)[nH]c2c1CCCC2)Nc1ccc(F)cc1F	1%	5%	-5%	2	-4%	-6%	0%	-4.6	16%
O=C(Nc1ccccc1-c1ccccc1)NC1CCN(C(=O)N2CCOCC2)CC1	12%	1%	0%	-3	-8%	-8%	-2%	0.1	-6%
O=C(CCC1CCCC1)Nc1cc(C(F)(F)F)ccc1N1CCOCC1	-1%	-3%	6%	-9	-5%	-5%	-2%	-4.9	?
Cc1sc2ncn(CC(=O)NCCc3ccccc3)c(=O)c2c1C	28%	-3%	1%	-3	-1%	-11%	8%	0.6	-12%
Cc1c([N+](=O)[O-])cc(N2C(=O)C=CC2=O)cc1[N+](=O)[O-]	-12%	-6%	-30%	-66*	2.7µM*	-12%	21%	0.0	-37%[inhibitor]
Cc1nnc(NC(=O)C2(c3ccccc3)CCOCC2)s1	-7%	-4%	-1%	8	-26%	9%	0%	0.4	-9%
O=C(CCN1C(=O)c2ccccc2S1(=O)=O)Nc1cccc(F)c1	-1%	0%	3%	-10	1%	5%	1%	1.9	-6%
CC1CC(=O)Nc2ccccc2N1 (configuration not stated)	2%	-5%	-10%	2	-20%	-4%	-2%	-0.3	1%
CCCCCC(=O)N1CCN(CCN=CC2=C(O)CC(c3ccc(OC)cc3)CC2=O)CC1 (configuration not stated)	8%	-1%&-8%	0%&-3%	8&-2	1%&-6%	-7%&9%	1%&10%	-2.0&0.6	-15%&1%
COC(=O)C1=C(C)NC(=O)NC1c1ccco1 (configuration not stated)	1%	2%	-12%	2	-6%	6%	0%	1.6	-4%
COc1ccc(/C=C/C(=O)NCCCc2ccccc2)cc1	-4%	0%	-21%	0	-4%	-6%	2%	-2.2	18%
CC(OC(=O)CN1C(=O)c2ccccc2C1=O)C(=O)N(C)c1ccccc1 (configuration not stated)	4%	-5%	9%	-2	2%	2%	-1%	1.1	10%
COc1ccccc1OCC(=O)NNc1c2ccccc2nc2ccccc12	4%	1%	-14%	0	1%	-11%	9%	0.4	2%
NC(=O)c1ccc(NC(=O)COC(=O)CC(NC(=O)c2ccccc2Cl)c2ccccc2)cc1 (configuration not stated)	10%	0%	6%	0	-5%	-2%	1%	-0.9	8%
CC(Oc1ccc(Br)cc1)C(=O)NNC(=O)CCN1CCN(c2ccccc2)CC1 (configuration not stated)	-8%	2%	6%	-2	-2%	3%	5%	-4.5	-1%
Nc1nonc1-n1nnc(C(=O)N/N=C/c2ccc(OCc3ccccc3)cc2)c1COc1ccc(F)cc1	-24%	-4%	23%	4	1%	4%	1%	-1.2	-1%

Gathered by group: the entries above containing a thiophene ring, fused or not
SMILES	FUS yeast rescue	EPAC1 agonist	EPAC1 antagonist	PI5P4K alpha inh	PLK1 PBD block	WRN helicase inh	aSyn rescue	IL-2 act	Abeta rescue
O=C(CCc1ccccn1)N1CCCC(CNS(=O)(=O)c2cccs2)C1 (configuration not stated)	0%	-8%	1%	21	2%	0%	1%	-1.9	-4%
Cc1ccc(C)c(N2CC(O)(c3cccs3)[N+]3=C2CCCC3)c1 (configuration not stated)	16%	-8%	-4%	5	2%	-17%	0%	-0.9	-15%
Cc1sc2ncn(CC(=O)NCCc3ccccc3)c(=O)c2c1C	28%	-3%	1%	-3	-1%	-11%	8%	0.6	-12%

High-throughput results as filed in PubChem.
